# Assay outcomes from PubChem.
# NFkB transloc pot – enhances IL-1B driven NFkB nuclear translocation. HUVEC IL-1B NFkB p65 nuclear translocation imaging. activation, % at 2 µM. actives 0.3% (n = 94,000);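 active means activation above 40%, about the mean plus 3 SD, also judged a hit on visual image review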;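 further: percent activation is computed from the nuclear over cytoplasmic p65 intensity ratio; values of inactives mirror those of a sister screen read the other way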
# MRP reversal – compounds reversing MRP-mediated drug resistance | H69AR cells + 2 uM doxorubicin, CellTiter-Glo, 72 h | differential viability (reversal), % at 10 µM | actives 0.04% (n = 85,000);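 active means viability drop by adding the cancer drug above about 55%, with treated viability meeting a 40% cutoff, limit read from the data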;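 further: viability without doxorubicin minus viability with 2 µM doxorubicin for each compound; larger differential means the compound sensitizes cells more to doxorubicin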
# NFkB transloc inh – blocks IL-1B driven NFkB nuclear translocation in HUVEC cells. inhibition, % at 2 µM. AID 796. HUVEC IL-1B NFkB p65 nuclear translocation imaging. actives 0.43% (n = 94,000);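 active means inhibition above about 30% together with a positive call from visual inspection of the well image, limit read from the data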;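 further: nuclear over cytoplasmic p65 intensity ratio measured by imaging; 0% = IL-1B stimulated DMSO wells and 100% = unstimulated DMSO wells; values of inactives mirror those of a sister screen read the other way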
# Bcl-B displacement – displacers of TR3 peptide from Bcl-B, primary screen, selectivity assay for Bfl-1 inhibitor project, biochemical, fluorescence polarization; FP displacement of FITC-TR3 peptide from Bcl-B; higher % means a stronger effect; displacement, % at 20 µM, or IC50 in µM where a hit was titrated; actives 0.11% (n = 96,000); AID 748;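 active means displacement above 50% at 20 µM plus a fluorescence interference ratio under 1.5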;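 further: plate controls were wells without compound for no effect and wells lacking Bcl-B protein for full effect; a part of the inactive calls stands beside numbers as strong as those of hits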
# PLAP inhibitors HTS – inhibition of human placental alkaline phosphatase – biochemical, luminescence, HTS (AID 690); actives 0.08% (n = 96,000); purified PLAP, luminescent substrate; higher % means a stronger effect; inhibition, % at 20 µM, or IC50 in µM where a hit was titrated; in the data active means a potency from the dose series; inactive means the rest, 99 in 100 with inhibition below about 30%; further: strong numbers were not always called active
# MRP reversal cytotoxicity – recorded beside MRP reversal, whose call it bears; viability, %; H69AR cells, CellTiter-Glo, 72 h; measured here: cytotoxicity without doxorubicin
# MRP reversal with doxorubicin – further read-out of MRP reversal, marked with its call; viability, %; measured here: viability with 2 uM doxorubicin; active compounds read low
# NFkB transloc inh cell count 2 µM – further read-out of NFkB transloc inh, marked with its call; cell count; measured here: cells passing quality filter;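 raw number of nuclei counted in each imaged well without normalization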
# NFkB transloc pot cell count 2 µM – second read-out of NFkB transloc pot, no call of its own (marks repeat the call); cell count; measured here: cells passing quality filter
# The depositor's hits bear a star; . = not tested or not shown. An excerpt; count on the stated rates, not on these rows.
SMILES,NFkB transloc pot,NFkB transloc pot cell count 2 µM,MRP reversal,MRP reversal cytotoxicity,MRP reversal with doxorubicin,NFkB transloc inh,NFkB transloc inh cell count 2 µM,Bcl-B displacement,PLAP inhibitors HTS
C/C(=C1/SC(=S)N(CCC(=O)O)C1=O)c1ccc(O)cc1,-1,162,-1,98,99,1,162,-11%,34%
C=CCn1c(SCC(=O)OCc2ccccc2)nc2c1c(=O)n(C)c(=O)n2C,-2,133,13,98,85,2,133,0%,-53%
COc1ccccc1C(=O)O/N=C(\N)c1ccc(Cl)cc1,-2,124,.,.,.,2,124,10%,-9%
CCOC(=O)CSc1nc2sc3c(c2c(=O)n1CC)CC(C)(C)OC3,4,100,.,.,.,-4,100,6%,-33%
COc1ccc(COC(=O)C2=C(C)NC(=O)NC2c2ccc(O)c(OC)c2)cc1 (stereo unspecified),24,136,-13,94,107,-24,136,-6%,-43%
CC(=O)c1c(C)nc(-c2ccc(Cl)cc2Cl)n1O,18,128,12,90,77,-18,128,.,.
COc1ccc(C(O)c2nc3ccccc3n2C)cc1OC (stereo unspecified),.,.,1,100,99,.,.,7%,-3%
Clc1ccc(Nc2nc(-c3ccncc3)cs2)cc1,24,111,7,85,79,-24,111,.,.
N#CC1=C(N)Oc2n[nH]c(-c3ccccc3)c2C1c1ccsc1 (stereo unspecified),0,114,-13,84,97,0,114,.,.
CCC(=O)N(Cc1cc(=O)[nH]c2ccccc12)c1cccc(C)c1,2,151,5,85,81,-2,151,1%,-35%
CC(C)c1nc(SCC(=O)N2CCN(c3ccccc3)CC2)c2c(=O)n(C)c(=O)n(C)c2n1,.,.,8,84,75,.,.,-2%,-49%
Cc1nc2nc(Cc3ccccc3)[nH]n2c(=O)c1Cl,0,130,-1,88,89,0,130,5%,-19%
Cc1ccc(NC(=O)CSC2=C(C#N)C(c3ccco3)C3=C(CC(C)(C)CC3=O)N2)cc1 (stereo unspecified),35,164,26,80,55,-35,164,-16%,11%
CCCCCCCC(=O)NNC(=O)c1ccc([N+](=O)[O-])cc1,4,144,.,.,.,-4,144,0%,-46%
COC(=O)CNc1n[nH]c(=S)[nH]c1=O,-1,77,5,100,94,1,77,-9%,8%
CCn1ncc(/C=N\NC(=O)c2cc(-c3ccc(C)cc3C)nc3ccccc23)c1C,-21,200,.,.,.,21,200,-14%,-11%
COc1cccc(CNC(=O)C2CCN(S(=O)(=O)N3CCCC3)CC2)c1,.,.,-5,97,102,.,.,6%,13%
CCOC(=O)C(CC(C)C)CP(=O)(O)CNC(=O)OCc1ccccc1 (stereo unspecified),10,113,-2,98,100,-10,113,-4%,-58%
COc1ccc(Cn2nnnc2C(CC(C)C)N2CCN(c3ccccc3)CC2)cc1 (stereo unspecified),-2,100,3,83,80,2,100,4%,-18%
Clc1ccc(Cn2ccc(-c3ccc4c(c3)OCO4)n2)cc1Cl,-3,102,.,.,.,3,102,1%,32%
O=C(CCCN1C(=O)c2ccccc2C1=O)Nc1ccc(Br)cn1,.,.,8,89,81,.,.,-5%,22%
CCOC(=O)c1ccc(NC(=O)COc2ccc(-n3cnnn3)cc2)cc1,10,157,11,81,70,-10,157,0%,9%
CCN1CCN(C(=O)c2cc3cc4ccc(OC)cc4nc3s2)CC1,7,157,12,95,83,-7,157,-7%,-47%
CCCCCn1c(CCC(=O)Oc2ccccc2OC)nc2c1c(=O)[nH]c(=O)n2CCCC,-1,185,-2,63,65,0,185,-12%,13%
CCOc1ccccc1CN1C(=O)NC(C)(c2ccccc2)C1=O (stereo unspecified),21,109,18,86,67,-21,109,-4%,-3%
# Continued.
SMILES,NFkB transloc pot,NFkB transloc pot cell count 2 µM,MRP reversal,MRP reversal cytotoxicity,MRP reversal with doxorubicin,NFkB transloc inh,NFkB transloc inh cell count 2 µM,Bcl-B displacement,PLAP inhibitors HTS
CC(C)Oc1ccc(OCCNC2CCCC2)cc1,6,143,.,.,.,-6,143,-3%,-35%
Cc1nn(-c2ccccn2)c2nc(-c3cccs3)cc(C(=O)NCc3ccco3)c12,12,149,-1,16,17,-12,149,-114%,-58%
CC1CC(Nc2cccc(O)c2)=CC(=O)O1 (stereo unspecified),5,132,.,.,.,-6,132,-1%,13%
CCOc1ccc(S(=O)(=O)N2CCCCCC2)cc1,17,198,5,93,88,-17,198,-5%,1%
O=C(Cn1nc(C(F)(F)F)c2c1CCC2)NC1CCCCC1,4,103,24,102,78,-4,103,3%,9%
N/C(=N\OC(=O)Cc1ccc(Cl)cc1)c1ccccn1,13,130,-4,94,98,-13,130,-10%,10%
O=C(NCc1ccccn1)c1ccc(CS(=O)(=O)Cc2ccc(Cl)cc2)o1,-3,114,7,86,79,3,114,4%,5%
COc1ccc(S(=O)(=O)Nc2ccc3c(c2)OCO3)cc1C(=O)O,-15,115,.,.,.,15,115,-2%,10%
COc1ccc(-n2ncc3c(Nc4cccc(C)c4)ncnc32)cc1,.,.,-1,60,61,.,.,-9%,13%
O=C(Nc1ccc2c(c1)OCCO2)c1ccc(Cl)c(S(=O)(=O)N2CCCCC2)c1,-10,134,.,.,.,10,134,-25%,-66%
C/C(=N\OC(=O)c1ccccc1)c1cc(-c2ccc(Cl)cc2)no1,-5,143,.,.,.,5,143,-6%,10%
O=S(=O)(c1cnccc1N1CCN(/N=C/c2ccc(Br)cc2)CC1)N1CCCCC1,18,146,.,.,.,-16,145,-2%,-11%
COc1ccccc1C1/C(=C(/O)c2ccccc2)C(=O)C(=O)N1CC(C)O (stereo unspecified),-10,130,9,100,91,10,130,-10%,-11%
Cc1ccc2sc3ccc(NC(=O)c4ccccc4Cl)cc3c(=O)c2c1,-3,144,.,.,.,3,144,-2%,5%
CCC(C(=O)Nc1nc(C)cs1)c1ccccc1 (stereo unspecified),10,133,-9,84,93,-10,133,-7%,19%
CCOc1cc2c(cc1OCC)C(C(=O)O)C(c1ccc(OC)c(O)c1)N(C)C2=O (stereo unspecified),23,126,-6,97,103,-23,126,-6%,-18%
CCC1(CC)C(=O)C(C)(C)C(=O)OC1c1ccccn1 (stereo unspecified),24,135,15,93,77,-24,135,-8%,-5%
COc1ccc(Nc2nc(OC)nc(N3CCN(c4ccc(OC)cc4)CC3)n2)cc1,1,203,2,88,86,-1,203,2%,5%
COc1ccc(C2C(C(=O)N3CCC(C)CC3)c3ccccc3C(=O)N2C)cc1 (stereo unspecified),0,141,-8,76,84,0,141,.,.
CCN(CC)C(=O)C(=O)Nc1cc(C(F)(F)F)ccc1Cl,2,151,2,93,91,-2,151,12%,12%
COc1ccc(OC)c2sc(NC(=O)c3ccc(S(=O)(=O)N4CCOCC4)cc3)nc12,4,56,-5,70,75,-4,56,0%,-17%
Clc1cc(Cl)c2nc(N3CCCCC3)sc2c1,9,132,-3,90,93,-9,132,4%,-22%
O=C(NCCCn1ccnc1)c1cccc(S(=O)(=O)Nc2ccccc2F)c1,9,118,3,89,86,-9,118,1%,-27%
Cc1ccc(OCC(=O)c2cc(C)c(C)cc2C)c([N+](=O)[O-])n1,18,186,-6,77,83,-18,186,1%,-22%
Cc1nc2c(C)cccn2c1C(=O)c1ccccc1,16,117,19,96,77,-16,117,-3%,13%
# (continued)
SMILES,NFkB transloc pot,NFkB transloc pot cell count 2 µM,MRP reversal,MRP reversal cytotoxicity,MRP reversal with doxorubicin,NFkB transloc inh,NFkB transloc inh cell count 2 µM,Bcl-B displacement,PLAP inhibitors HTS
Cc1ccccc1NC(=O)CCn1c(=O)oc2ccccc21,.,.,-3,97,100,.,.,-3%,-14%
N#CCC(=O)Nc1ccccc1C(=O)O,.,.,-5,91,96,.,.,-1%,4%
Cc1c(NC(=O)CC(=O)Nc2c(C)n(C)n(-c3ccccc3)c2=O)c(=O)n(-c2ccccc2)n1C,18,175,8,85,77,-18,175,-13%,-8%
Clc1cccc(Cl)c1CSc1nnc(-c2sccc2-n2cccc2)o1,-11,99,.,.,.,11,99,-6%,10%
O=C(N/N=C/c1ccc(OC(=O)c2cccs2)cc1)c1cccc(F)c1,-10,107,.,.,.,10,107,-14%,-20%
Cc1ccc(C(=O)CCC(=O)Nc2cccnc2)cc1C,24,98,8,100,92,-24,98,-2%,0%
Cc1cc(NC(=O)c2cc3n(n2)C(C(F)(F)F)CC(c2ccco2)N3)n(-c2ccccc2)n1 (stereo unspecified),-7,128,-6,83,90,7,128,-16%,-31%
O=C(Nc1ccccn1)c1ccco1,1,148,6,93,87,-1,148,-10%,-4%
CCn1c(SCC(=O)N2CCCc3ccccc32)nnc1-c1cccs1,11,144,10,72,63,-11,144,-4%,22%
Cc1ccc(N2CC(C(=O)Nc3cccnc3)CC2=O)cc1 (stereo unspecified),-6,95,-9,87,97,6,95,5%,-27%
CN1C(=O)CC(C(=O)O)SC1=Nc1cccc(C(F)(F)F)c1 (stereo unspecified),25,105,2,102,100,-25,105,-6%,.
c1ccc(-c2nc3ccccc3nc2N2CCOCC2)cc1,25,178,-23,63,87,-25,178,-6%,6%
CCOc1ccc(N(C(=O)Nc2ccccc2)C2=NCCC2)cc1,11,158,4,91,86,-11,158,-4%,-55%
Cc1ccc(N(CC(=O)N2CCn3c2nc2ccccc23)S(=O)(=O)c2c(C)n[nH]c2C)cc1,-4,120,18,95,77,4,120,6%,6%
O=C(Cn1cnc2c(nnn2Cc2ccccc2F)c1=O)OCc1ccccc1,9,205,-16,93,109,-9,205,0%,-2%
COc1ccc(-c2cc(C(F)(F)F)n3nc(C(=O)N4CCOCC4)c(Cl)c3n2)cc1,-7,85,-16,77,92,7,85,5%,-60%
Cc1nn2c3c(cnc2c1-c1ccccc1)C(=O)CC(C)C3 (stereo unspecified),11,140,3,86,83,-11,140,.,.
O=C(NCc1ccco1)c1cc(-c2cccs2)on1,0,128,23,98,76,0,128,-5%,-1%
CO/N=C(/CS(=O)Cc1ccccc1Cl)c1ccc(Cl)cc1Cl (stereo unspecified),-2,111,.,.,.,2,111,-14%,-19%
CCCCC1OC23CCCCC2C(C#N)(C(=N)O3)C1(C#N)C#N (stereo unspecified),9,172,-5,52,56,-9,172,-4%,-15%
O=C(NCCOc1ccccc1)c1ccccc1,2,143,-4,91,95,-2,143,-10%,2%
O=C(Nc1ccc(CN2CCOCC2)cc1)c1cccs1,23,127,-8,94,102,-23,127,-2%,4%
CCCCCn1c(=O)[nH]c2cc(C(=O)NCCCN3CCC(C)CC3)ccc2c1=O,21,138,0,93,93,-21,138,4%,-52%
CCOc1ccc(NS(=O)(=O)c2cc(Cl)ccc2OC)cc1,10,146,-15,71,86,-10,146,-1%,-9%
N=c1n(CCOc2ccccc2)c2ccccc2n1CCN1CCOCC1,13,148,10,85,75,-13,148,-4%,-31%
COC(=O)c1ccccc1NC(=O)Cc1ccccc1OC,1,120,15,94,79,-2,120,.,.
CCOC(=O)N1CCN(c2c(NCCCN(C)c3ccccc3)c(=O)c2=O)CC1,-10,135,-5,73,78,10,135,-3%,13%
CC1CC(=O)N(CC(=O)Nc2ccc3c(c2)OCCO3)c2ccccc2S1 (stereo unspecified),.,.,.,.,.,.,.,-12%,-3%

# Only MRP reversal with doxorubicin and NFkB transloc inh, for some of the entries so far:
compound	MRP reversal with doxorubicin	NFkB transloc inh
Cc1c(NC(=O)CC(=O)Nc2c(C)n(C)n(-c3ccccc3)c2=O)c(=O)n(-c2ccccc2)n1C	77	-18
Clc1cccc(Cl)c1CSc1nnc(-c2sccc2-n2cccc2)o1	.	11
O=C(N/N=C/c1ccc(OC(=O)c2cccs2)cc1)c1cccc(F)c1	.	10
Cc1ccc(C(=O)CCC(=O)Nc2cccnc2)cc1C	92	-24

# Looked up by compound from the entries so far, four records:
SMILES,NFkB transloc pot,NFkB transloc pot cell count 2 µM,MRP reversal,MRP reversal cytotoxicity,MRP reversal with doxorubicin,NFkB transloc inh,NFkB transloc inh cell count 2 µM,Bcl-B displacement,PLAP inhibitors HTS
Cc1nn2c3c(cnc2c1-c1ccccc1)C(=O)CC(C)C3 (stereo unspecified),11,140,3,86,83,-11,140,.,.
CCCCC1OC23CCCCC2C(C#N)(C(=N)O3)C1(C#N)C#N (stereo unspecified),9,172,-5,52,56,-9,172,-4%,-15%
COc1ccc(C(O)c2nc3ccccc3n2C)cc1OC (stereo unspecified),.,.,1,100,99,.,.,7%,-3%
CCCCCn1c(CCC(=O)Oc2ccccc2OC)nc2c1c(=O)[nH]c(=O)n2CCCC,-1,185,-2,63,65,0,185,-12%,13%
